Vif-A3G inh – Vif-A3G binding inhibition; Q9HC16; HeLa A3G-eYFP + Vif (tagged APOBEC3G with the HIV-1 protein that degrades it), YFP fluorescence, overnight; Potency, µM (series often up to 46.1 µM), for the others: top-dose activity, negative = active, usual class: inhibitors; 410,000 tested, 0.076% active; AID 602310;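 also: potency is read from the fitted curve at half-maximal effect; % is scaled to controls: 0 for no effect and ±100 for the full control effect; nearly all actives have a fitted effect of over 60% in size; hits raise eYFP signal because A3G escapes Vif-driven loss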
Target sequence (Q9HC16 whole entry, looked up): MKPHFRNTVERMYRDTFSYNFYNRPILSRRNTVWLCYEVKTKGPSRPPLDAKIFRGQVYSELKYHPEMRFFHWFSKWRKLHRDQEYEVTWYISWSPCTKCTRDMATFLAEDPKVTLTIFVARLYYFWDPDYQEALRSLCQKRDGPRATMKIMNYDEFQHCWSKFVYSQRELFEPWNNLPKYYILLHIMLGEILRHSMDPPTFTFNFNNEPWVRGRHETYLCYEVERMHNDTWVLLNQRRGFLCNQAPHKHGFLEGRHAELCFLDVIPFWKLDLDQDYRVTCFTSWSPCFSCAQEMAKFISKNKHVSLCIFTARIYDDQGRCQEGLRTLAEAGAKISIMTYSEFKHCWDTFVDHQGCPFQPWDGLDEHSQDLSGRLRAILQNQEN
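Read-out is eYFP fluorescence (Ex 488/Em 500-530) from Vif-expressing HeLa A3G-eYFP cells; more signal means A3G escaped Vif-mediated degradation. Cells plated overnight, compound pinned in, incubated overnight at 37 deg C.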
LDHA block – LDHA (human) enzyme inhibition; activity change, % (values are at about 110 or 230 µM); purified LDHA, NADH/diaphorase-resazurin fluorescence; hits give low values; 480,000 tested, 0.15% active; in the data active = activity change below about -30%; inconclusive = mostly about -25% to -30%;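 also: plate controls were DMSO wells for no effect and wells without enzyme for full effect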
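Human LDH5 at 2 nM final in Tris HCl pH 7.4 with 0.06 mM NADH and 0.2 mM pyruvate, reacted 5 minutes at room temperature. Remaining NADH coupled via diaphorase/resazurin; resorufin fluorescence read at 0 and 20 minutes, normalized to enzyme-free and DMSO wells.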
Vif-A3F inh – Vif-A3F binding inhibition | HeLa A3F-eYFP + Vif (tagged APOBEC3F with the HIV-1 protein that degrades it), YFP fluorescence increase | Potency, µM (titrated, usually from 46.1 µM), for the others: at the highest dose activity, negative = active | 390,000 tested, 0.2% active; also: potency is read from the fitted curve at half-maximal effect; % of control where 0% means no effect; nearly all actives have a fitted effect of over 65% in size
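HeLa cells stably expressing Vif plus C-terminally eYFP-tagged A3F were seeded, incubated overnight at 37 deg C, dosed with compound, incubated overnight again at 37 deg C. Yellow fluorescence (Ex 488/Em 500-530) reported blocked Vif-mediated A3F-eYFP degradation.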
PI4K2A inh – inhibitors of human PI4K2A. Q9BTU6. purified PI4K2A, ADP-Glo luminescence, 1 h; hits give low values. activity change, negative = inhibition, % at 76.9 µM. 420,000 tested, 0.13% active. AID 1346378; in the data active = activity change below about -50%; inconclusive = mostly about -30% to -49%;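 also: -100% = wells without enzyme as full effect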
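Compounds are screened against recombinant PI4K2A using PI as substrate and ATP, the latter dispensed at 300 microM. Reactions run one hour at ambient temperature before ADP-Glo detection; full inhibition defined by wells lacking enzyme.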
Glioma ERSR ind – ER stress response induction in glioma | U87-MG GRP78 promoter luciferase reporter, 16 h | Potency, µM, for inactives: at the top dose activation, actives largely listed as activators | 420,000 tested, 0.02% active; also: potency is read from the fitted curve at half-maximal effect; series mostly up to about 76 µM; % of control where 0% means no effect; nearly all actives have a fitted effect of over 35% in size
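Stably transfected U87-MG human glioma cells carrying a GRP78-based luminescent sensor were seeded at 1000 cells/well, pin-dosed with compounds and incubated 16 h. Luciferase reagent was then added, and end-point luminescence was read after 10 min at room temperature.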
USP1-UAF1 inh – blocks the human USP1/UAF1 deubiquitinase complex | O94782 | recombinant USP1/UAF1, Ub-Rhodamine cleavage fluorescence | Potency, µM (titrated, usually from 57.1 µM), inactives show at the highest dose activity change, negative = inhibition, usual class: inhibitors | 390,000 tested, 0.23% active | AID 743255; also: potency is read from the fitted curve at half-maximal effect; % is scaled to controls: 0 for no effect and ±100 for the full control effect; nearly all actives have a fitted effect of over 60% in size; inactives centre near -12
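Step one: compound is pinned into 1nM USP1/UAF1 in HEPES pH 7.8 buffer with TCEP. Step two: 15 min room-temperature incubation. Step three: Ub-Rho (150nM final) starts cleavage, tracked by fluorescence over six one-minute reads.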
RXFP1 ag – agonists of human relaxin receptor RXFP1 | HEK293T-RXFP1 cAMP TR-FRET, 30 min; response scale: percent of porcine relaxin response, buffer zero | Potency, µM (series often up to 57.5 µM), without a hit: top-dose activation, most hits filed as activators | 370,000 tested, 0.3% active | AID 2676; also: potency is read from the fitted curve at half-maximal effect; % is scaled to controls: 0 for no effect and ±100 for the full control effect; nearly all actives have a fitted effect of over 60% in size; many of its hits are not listed in these tables
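Agonist response is measured as cAMP accumulation in an RXFP1-transfected HEK293T line under PDE4 inhibition. Values are scaled between buffer-only and 29 nM porcine relaxin, and EC50s come from standard Hill equation fits.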
TrxR1 substrate – is turned over as a substrate by rat TrxR1. O89049. purified TrxR1 substrate turnover, NADPH consumption readout. Potency, µM (highest dose often 114 µM), inactives show at the highest dose activity change, negative = substrate turnover. 390,000 tested, 0.01% active. AID 588456; also: potency is read from the fitted curve at half-maximal effect; % is scaled to controls: 0 for no effect and ±100 for the full control effect; nearly all actives have a fitted effect of over 50% in size
Target sequence (O89049 whole entry, looked up): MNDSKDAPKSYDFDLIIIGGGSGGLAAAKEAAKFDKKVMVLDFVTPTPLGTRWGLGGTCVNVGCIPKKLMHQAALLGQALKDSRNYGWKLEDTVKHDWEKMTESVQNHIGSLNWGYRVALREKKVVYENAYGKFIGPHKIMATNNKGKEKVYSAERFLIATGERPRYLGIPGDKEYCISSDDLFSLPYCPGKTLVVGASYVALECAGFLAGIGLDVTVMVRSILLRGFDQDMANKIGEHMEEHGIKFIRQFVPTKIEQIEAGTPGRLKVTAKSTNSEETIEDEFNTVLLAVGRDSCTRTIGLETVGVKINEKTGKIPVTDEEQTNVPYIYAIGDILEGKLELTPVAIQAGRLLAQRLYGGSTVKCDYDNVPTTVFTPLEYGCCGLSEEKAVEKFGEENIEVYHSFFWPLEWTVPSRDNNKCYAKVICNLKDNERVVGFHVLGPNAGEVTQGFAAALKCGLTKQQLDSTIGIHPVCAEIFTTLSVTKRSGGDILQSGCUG
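Rat TrxR1, dispensed at 90 nM, was prereduced with 400 uM NADPH (final) for 5 min at ~22 deg C, then incubated with compound 15 min before 400 uM selenite. A first-read NADPH fluorescence drop versus no-compound background flagged substrates.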
mIDH1 inhibitor – inhibitors of human mutant IDH1 R132H; O75874; IDH1-R132H enzyme, NADPH consumption, diaphorase/resazurin fluorescence; Potency, µM (top dose mostly 76.6 µM), for inactives: top-dose activity change, negative = inhibition, hits mostly inhibitors; 390,000 tested, 0.093% active; also: potency is read from the fitted curve at half-maximal effect; % is scaled to controls: 0 for no effect and ±100 for the full control effect; nearly all actives have a fitted effect of over 65% in size
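IDH1-R132H (0.5 ug/mL) preincubated 30 min with compound, then NADPH (0.016 mM) and alpha-KG (2 mM) added; 80 min at RT, pH 7.5. Remaining NADPH coupled via diaphorase/resazurin to fluorescence (540/590 nm); concentration-response curves normalized to no-enzyme control.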
Numbers without * were called inactive; u = inconclusive; x = not tested or not shown; [ ] = dose if it differs, or a comment. Unless noted, calls follow the shape of the dose curve; as a rule, active = well fitted curve in the direction sought with a large enough effect; inconclusive = small, poorly fitted or top-dose-only effect, or another doubt; inactive = no such curve, though single readings can be large; an effect the other way counts as inactive or inconclusive.

Field names – A = Vif-A3G inh; B = LDHA block; C = Vif-A3F inh; D = PI4K2A inh; E = Glioma ERSR ind; F = USP1-UAF1 inh; G = RXFP1 ag; H = TrxR1 substrate; I = mIDH1 inhibitor
CCc1ccccc1NC(=O)c1ccc2c(c1)N(Cc1cc(C)ccc1C)C(=O)c1ccccc1S2(=O)=O
  A: 3%	B: 0	C: 3%	D: 0	E: -3%	F: -21%	G: 4.6%	H: 4%	I: -9%

CC(Oc1cccc(Cl)c1)C(=O)Nc1ccncc1 (stereo not drawn)
  A: 1%	B: -13	C: 2%	D: 0	E: -1%	F: -2%	G: -1.5%	H: -5%	I: -9%

Cn1c(-c2ccc(F)cc2)cnc1NCc1ccc(C#N)cc1
  A: 1%	B: -12	C: -6%	D: 6	E: -6%	F: 1%	G: -2.4%	H: 2%	I: 0%

Cc1ccc(NC(=O)CN2CCOCC2)c(Br)c1
  A: -1%	B: -2	C: 5%	D: -3	E: -1%	F: -9%	G: -0.2%	H: -9%	I: 9%

C[C@@H]1CC=C[C@H]2[C@H]1C(=O)N(Cc1ccccc1)[C@H]2c1ccc2ccccc2c1/C=C/c1ccccc1
  A: -5%	B: -6	C: 1%	D: -3	E: 0%	F: -7%	G: 0.9%	H: 21%	I: 0%

COc1ccc(/C=C2\CCC(C3CCCC3)C2=O)cc1Cn1nc(C)cc1C (stereo not drawn)
  A: 4%	B: -6	C: 5%	D: 5	E: -8%	F: 2%	G: 2.5%	H: -11%	I: -3%

Cc1nc2sccn2c(=O)c1S(=O)(=O)NCc1ccccc1Cl
  A: 0%	B: -2	C: 5%	D: 0	E: -2%	F: -17%	G: 0.0%	H: 10%	I: 16%

COC(=O)c1cccc(NC2CC(=O)N(c3ccc(OC)c(OC)c3)C2=O)c1 (stereo not drawn)
  A: 0%	B: -1	C: -17%	D: -3	E: 0%	F: -4%	G: 1.0%	H: 6%	I: 7%

CC1CCC(CN2C(Nc3ccccc3)=NC[C@@H]2Cc2ccccc2)CC1 (stereo partly drawn)
  A: 3%	B: -2	C: 1%	D: -1	E: -5%	F: 12%	G: x	H: -2%	I: -6%

O=S(=O)(NCC(c1cccs1)S(=O)(=O)c1ccccc1)c1ccccc1 (stereo not drawn)
  A: 3%	B: -14	C: 8%	D: 13	E: -5%	F: -18%	G: -2.5%	H: 1%[57.1 µM]	I: -9%

COC(=O)[C@@H](NS(=O)(=O)c1ccc(F)cc1Br)C(C)C
  A: -5%	B: -1	C: 2%	D: -7	E: -5%	F: -16%	G: x	H: x	I: -2%

C[C@@H]1CCCCO[C@@H](CN(C)Cc2ccncc2)[C@@H](C)CN([C@H](C)CO)C(=O)c2cc(NC(=O)c3ccccc3)ccc2O1
  A: 0%	B: -12	C: -1%	D: 0	E: -3%	F: -19%	G: x	H: x	I: -2%

O=C(NCc1cccnc1)c1ccc(Br)s1
  A: 0%	B: -5	C: 1%	D: -5	E: -3%	F: -18%	G: -3.5%	H: 10%[57.1 µM]	I: -3%

O=C(COC(=O)c1ccccc1C(=O)c1ccccc1)NCCc1ccccc1
  A: 4%	B: 0	C: 1%	D: 3	E: -2%	F: -14%	G: 0.9%	H: -24%[57.1 µM]	I: 6%

O=C(NCc1ccncc1)C(=O)NCC1OCCCN1S(=O)(=O)c1ccc(F)cc1 (stereo not drawn)
  A: 0%	B: -6	C: 3%	D: 0	E: -4%	F: -16%	G: 0.7%	H: -9%	I: -2%

For reference, part of the list above.
Field names – A = Vif-A3G inh; B = LDHA block; C = Vif-A3F inh; D = PI4K2A inh; E = Glioma ERSR ind; F = USP1-UAF1 inh; G = RXFP1 ag; H = TrxR1 substrate; I = mIDH1 inhibitor
O=C(COC(=O)c1ccccc1C(=O)c1ccccc1)NCCc1ccccc1
  A: 4%	B: 0	C: 1%	D: 3	E: -2%	F: -14%	G: 0.9%	H: -24%[57.1 µM]	I: 6%

O=C(NCc1ccncc1)C(=O)NCC1OCCCN1S(=O)(=O)c1ccc(F)cc1 (stereo not drawn)
  A: 0%	B: -6	C: 3%	D: 0	E: -4%	F: -16%	G: 0.7%	H: -9%	I: -2%

Next section.
Field names – A = Vif-A3G inh; B = LDHA block; C = Vif-A3F inh; D = PI4K2A inh; E = Glioma ERSR ind; F = USP1-UAF1 inh; G = RXFP1 ag; H = TrxR1 substrate; I = mIDH1 inhibitor
c1ccc(SCc2cn(C[C@H]3CC[C@@H]([C@@H]4CC[C@H](Cn5cc(CSc6ccccc6)nn5)O4)O3)nn2)cc1
  A: -2%	B: -5	C: -3%	D: -4	E: 0%	F: -16%	G: 2.2%	H: -6%	I: 16%

CCC(c1nnc(SCC(=O)Nc2ccc(N3CCOCC3)cc2)n1Cc1ccccc1)N(C)C (stereo not drawn)
  A: 1%	B: 3	C: -5%	D: 1	E: -4%	F: -7%	G: -1.3%	H: -13%	I: 2%

O=C(NCC(=O)N1CCN(c2ccccc2O)CC1)C1CCCCC1
  A: -1%	B: 1	C: -4%	D: 4	E: -3%	F: -16%	G: 0.3%	H: -2%	I: 2%

CCC1CN(C(=O)N2CCC(C(=O)NCCc3ccccc3)CC2)c2ccccc2O1 (stereo not drawn)
  A: -2%	B: -3	C: u	D: -1	E: -3%	F: -1%	G: -0.2%	H: -5%	I: -2%

COCC(=O)Oc1c(Sc2ccccc2[N+](=O)[O-])c(C)nn1C(C)(C)C
  A: -3%	B: 7	C: 11%	D: -7	E: -1%	F: -18%	G: -3.6%	H: 11%[57.1 µM]	I: -1%

COc1ccccc1C(=O)NC(=O)COC(=O)CCOc1ccccc1C
  A: 2%	B: -3	C: 3%	D: -7	E: -5%	F: -14%	G: 1.1%	H: 3%	I: 4%

CCn1c(CN2CCOCC2)nnc1SCC(=O)Nc1ccc(C(C)=O)cc1
  A: -1%	B: -4	C: -17%	D: -1	E: -3%	F: -10%	G: 5.3%	H: 4%	I: 7%

CCn1cc(C(=O)NC2CCCC2)c(=O)c2cc(S(=O)(=O)N3CCOCC3)ccc21
  A: 2%	B: -6	C: 4%	D: -4	E: -7%	F: 0%	G: x	H: -3%	I: -1%

O=C(CSc1nnc(-c2cccs2)o1)OCc1ccccc1
  A: -1%	B: 0	C: 1%	D: 3	E: -4%	F: -14%	G: -0.2%	H: -5%	I: 3%

Cc1cc(C)c(-c2csc(NC(=O)C3=COCCO3)n2)c(C)c1
  A: 0%	B: 2	C: 2%	D: -5	E: 12%	F: -25%	G: 4.2%	H: -6%[57.1 µM]	I: -1%

Cc1c(N)cccc1-n1cnnn1
  A: 5%	B: -4	C: -1%	D: 6	E: -4%	F: -11%	G: 0.4%	H: 2%	I: 13%

Cn1c(CNC(=O)c2ccc(F)cc2)cc2ccccc21
  A: 1%	B: -2	C: -2%	D: -4	E: 0%	F: 4%	G: -2.6%	H: -6%	I: 4%

Clc1ccc(-c2cc(-c3ccccn3)on2)c(Cl)c1
  A: -3%	B: -10	C: -6%	D: -24	E: -14%	F: -21%	G: 1.1%	H: 3%	I: 0%

COc1ccc(C)cc1NC(=O)C(OC(=O)c1cnc(C)cn1)c1ccccc1 (stereo not drawn)
  A: 0%	B: -8	C: -14%	D: 4	E: -5%	F: -5%	G: 0.1%	H: -8%	I: 5%

CC(C)C(=O)NNC(=O)C1CC1(c1ccccc1)c1ccccc1 (stereo not drawn)
  A: 1%	B: -3	C: -7%	D: 8	E: -1%	F: -5%	G: -1.6%	H: 8%[57.1 µM]	I: 9%

Following part
Field names – A = Vif-A3G inh; B = LDHA block; C = Vif-A3F inh; D = PI4K2A inh; E = Glioma ERSR ind; F = USP1-UAF1 inh; G = RXFP1 ag; H = TrxR1 substrate; I = mIDH1 inhibitor
O=C(Nc1cc(-c2nc3ncccc3o2)ccc1Cl)c1ccc2c(c1)OCO2
  A: 2%	B: -1	C: 1%	D: 3	E: -5%	F: -9%	G: -0.8%	H: 6%	I: -9%

CC(=O)c1sc(-c2ccc(Cl)cc2)cc1N
  A: -10%	B: -4	C: 3%	D: 4	E: 2%	F: -13%	G: 8.7%	H: -6%	I: -9%

O=C(CSc1nc2ccccc2c(=O)n1-c1ccc(F)cc1F)Nc1ccc2c(c1)CCC2
  A: -6%	B: -18	C: 3%	D: -5	E: -2%	F: -24%	G: 0.4%	H: 0%	I: -2%

N#Cc1cnc(NCc2ccc(Cl)cc2Cl)nc1
  A: 4%	B: -7	C: 0%	D: -3	E: -3%	F: -19%	G: 1.0%	H: 1%	I: 2%

O=C(Nc1ccccn1)c1cccc(S(=O)(=O)N2CCOCC2)c1
  A: -1%	B: -1	C: -7%	D: -1	E: 1%	F: -21%	G: 4.1%	H: -1%[57.1 µM]	I: 10%

CCOC(=O)c1c(C)[nH]c(C)c1S(=O)(=O)N1CCCC(C(=O)N2CCN(c3cccc(Cl)c3)CC2)C1 (stereo not drawn)
  A: -9%	B: 1	C: 3%	D: -4	E: -4%	F: -26%	G: 1.8%	H: -5%[57.1 µM]	I: 1%

COC(=O)c1nc(NC(=O)c2cc(OC)c(OC)c(OC)c2)n[nH]1
  A: 1%	B: -9	C: u	D: 5	E: -4%	F: u	G: 3.9%	H: 3%	I: 1%

COC(=O)c1ccc(CNC(=O)C2CCC(=O)N(Cc3ccccn3)C2)cc1 (stereo not drawn)
  A: 0%	B: -5	C: -6%	D: -1	E: -3%	F: -3%	G: 0.1%	H: -4%	I: -8%

Screens (PubChem BioAssay)

An excerpt; count on the stated rates, not on these rows.
